Screens: PubChem BioAssay, Sanford-Burnham Center for Chemical Genomics
Apaf1 inhib: human Apaf-1 inhibition. O14727. reconstituted apoptosome caspase-3 activity, DEVD-Rh110 fluorescence. inhibition, % at 20 µM. 330,000 tested, 0.71% active. AID 489030; active means inhibition of at least 40% at 20 µM;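 further: plate controls were DMSO wells for no effect and DEVD-CHO caspase inhibitor wells for full effect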
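Material: reconstituted apoptosome with Apaf-1, cytochrome c, caspase-9, procaspase-3, dATP. Technique: Rh110 fluorescence intensity. Buffer or medium: pH 7.5 Hepes buffer with CHAPS, BSA, DTT. Times: 30 min plus 50 min, RT.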
EBI2 block: antagonists of human EBI2 receptor. 360,000 tested, 0.81% active. P32249. inhibition, % at 5 µM. AID 651636. EBI2 beta-arrestin recruitment, luminescence, 7a,25-OHC stimulated; in the data active means inhibition above about 38%;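 further: enzyme fragment complementation signal reports receptor beta-arrestin coupling in cells; 0% = agonist plus DMSO wells and 100% = wells without agonist; some results beyond the cut were filed as inactive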
Target sequence (P32249 whole entry, looked up, the tested form may be a part): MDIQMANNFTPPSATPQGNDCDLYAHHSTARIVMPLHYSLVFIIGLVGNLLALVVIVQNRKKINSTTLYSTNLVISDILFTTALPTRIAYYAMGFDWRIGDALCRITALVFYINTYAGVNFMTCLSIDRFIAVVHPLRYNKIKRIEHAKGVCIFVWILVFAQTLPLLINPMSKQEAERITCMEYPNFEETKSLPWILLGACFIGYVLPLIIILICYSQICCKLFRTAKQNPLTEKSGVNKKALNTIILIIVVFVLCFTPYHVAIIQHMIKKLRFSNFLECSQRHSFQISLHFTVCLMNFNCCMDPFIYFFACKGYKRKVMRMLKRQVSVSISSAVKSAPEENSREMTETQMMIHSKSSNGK
Gli-Sufu block: Gli-Sufu pathway antagonism. Sufu-KO-LIGHT fibroblasts, Gli luciferase reporter luminescence. inhibition, % at 5 µM. 340,000 tested, 0.74% active. AID 588413;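 active means inhibition above about 55%, limit read from the data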;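 further: 0% = DMSO-treated cells and 100% = wells with medium but no cells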
697 NFkB inh: lowers PMA/ionomycin-induced NF-kB signal in 697 B cells; 697 B-cell NF-kB luciferase reporter, 16 h; inhibition, % at 4 µM; 330,000 tested, 0.33% active; AID 435022; in the data active means inhibition above about 35%
CCR6 antagonist: antagonists of human CCR6 receptor; P51684; CHO-K1 CCR6 PathHunter beta-arrestin, luminescence, CCL20-stimulated; inhibition, % at 20 µM; 340,000 tested, 0.49% active; AID 493098;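 active means compounds whose inhibition of the agonist-driven luminescence signal at 20 µM reaches about 50%, limit read from the data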;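 further: cells stimulated with CCL20 at 14 nM final; plate controls were DMSO with CCL20 for no effect and DMSO without agonist for full effect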
Jurkat NFkB inh: inhibitors of the PMA/ionomycin-induced NF-kB reporter in Jurkat cells. inhibition, % at 4 µM. 330,000 tested, 0.53% active. PMA/ionomycin-induced NF-kB luciferase reporter, luminescence. AID 435003
SENP8 block: inhibitors of human SENP8 protease | purified SENP8, Z-RLRGG-aminoluciferin cleavage, luminescence | Q96LD8 | inhibition, % at 10 µM | 330,000 tested, 1.2% active
Target sequence (Q96LD8 whole entry, looked up): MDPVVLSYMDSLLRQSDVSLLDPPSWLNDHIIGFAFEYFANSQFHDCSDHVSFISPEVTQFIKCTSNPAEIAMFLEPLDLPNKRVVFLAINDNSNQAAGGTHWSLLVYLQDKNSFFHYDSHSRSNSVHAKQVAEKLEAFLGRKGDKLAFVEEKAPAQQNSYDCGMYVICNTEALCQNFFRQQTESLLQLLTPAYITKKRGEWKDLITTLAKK
UBC13 polyUb: human UBC13 polyubiquitination inhibition; AID 485273; inhibition, % at 20 µM; 330,000 tested, 0.47% active; P61088; UBC13 polyubiquitin chain formation, TR-FRET; in the data active means inhibition above about 45%, passing the limit was not always enough
Target sequence (P61088 whole entry, looked up): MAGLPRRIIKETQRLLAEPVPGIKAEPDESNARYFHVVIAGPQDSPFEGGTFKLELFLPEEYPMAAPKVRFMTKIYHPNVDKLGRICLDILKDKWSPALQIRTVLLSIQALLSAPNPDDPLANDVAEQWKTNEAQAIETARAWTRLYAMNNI
Active calls of the source: *; . = no result given; & = joins results of further samples. Unless noted, no stated cut-off is given here; in the data, active means inhibition above about 50%; inactive means the rest. Only part of the results is shown. The share of hits here may be higher or lower than overall.

1) O=C1NC2(CCCCCC2)Oc2ccccc21
2) CCOc1cc(CO)ccc1OCC(=O)N1CCCCC1
3) CC1CCCCN1CC(=O)NC(c1ccccc1)c1ccccc1 (stereo unspecified)
4) O=C(Cc1ccccc1)N1CCN(C(=O)c2ccc([N+](=O)[O-])cc2)CC1
5) C/C(=N\OCC(=O)N/N=C/c1ccccc1)c1cccs1
6) COC(=O)[C@H]1[C@H]2C[C@H]3c4[nH]c5ccccc5c4CCN3C[C@H]2CC[C@@H]1O
7) CN1CCc2c(c3ccccc3n2Cc2ccccc2)C1
8) O=C(Nc1ccc(Br)cc1)c1ccc(CSC2=NCCS2)cc1

| Assay by compound | 1 | 2 | 3 | 4 | 5 | 6 | 7 | 8 |
| --- | --- | --- | --- | --- | --- | --- | --- | --- |
| Jurkat NFkB inh | 14 | 2 | -11 | -3 | -5 | -6 | -4 | -38 |
| Apaf1 inhib | 2 | 1 | 0 | -6 | 5 | 9 | 16 | 10 |
| 697 NFkB inh | 12 | 22 | 5 | 8 | -6 | -21 | -22 | -62 |
| UBC13 polyUb | 2 | -3 | -19 | 5 | 8 | -31 | 2 | -9 |
| Gli-Sufu block | -5 | 5 | -2 | -19 | 4 | -21 | -3&4 | -3 |
| EBI2 block | -13 | -1 | 5 | 10 | -7 | -6 | -4&-6 | 19 |
| CCR6 antagonist | 15 | -11 | 14 | 11 | 11 | 8 | -1&11 | -12 |
| SENP8 block | 2 | -3 | -9 | 0 | -4 | -9 | -3 | -2 |

9) O=c1c2cc(O)c(O)cc2oc2cc(O)c(C3OC(CO)C(O)C(O)C3O)c(O)c12 (stereo unspecified)
10) Cn1c(=O)c(C(=O)CN2CCCc3ccccc32)c(N)n(Cc2ccccc2)c1=O
11) CCOc1ccc(-n2c(Cc3cc(=O)[nH]c(=O)[nH]3)nnc2SC(C)C(=O)OC)cc1 (stereo unspecified)
12) COC(=O)CSC1=C(C#N)C(c2ccc3c(c2)OCO3)C2=C(CCCC2=O)N1 (stereo unspecified)
13) Oc1ccccc1C(=S)N1CCCCCC1
14) Cc1cccc(C)c1NC(=O)CN1CCN(CC(=O)NCC2(N3CCCCC3)CCCCC2)CC1
15) CCCCCCOc1ccc(N2C(=O)CC(SCCN)C2=O)cc1 (stereo unspecified)
16) COc1ccccc1-c1nc(=S)c(C(C)=O)c(C)[nH]1

| Assay by compound | 9 | 10 | 11 | 12 | 13 | 14 | 15 | 16 |
| --- | --- | --- | --- | --- | --- | --- | --- | --- |
| Jurkat NFkB inh | 2 | 11 | -2 | -8 | -6 | 0 | 1 | 1 |
| Apaf1 inhib | -25 | -4 | -3 | 11 | 25 | -5 | 20 | 3 |
| 697 NFkB inh | 15 | 3 | -7 | 9 | 10 | 1 | -23 | 22 |
| UBC13 polyUb | 7 | 10 | -3 | -7 | -8 | 7 | 13 | -2 |
| Gli-Sufu block | -36 | -1 | . | 2 | 2 | 9 | -7 | -1 |
| EBI2 block | 13 | 2 | -7 | 0 | 2 | -17 | 6 | -12 |
| CCR6 antagonist | 25 | 2 | . | 24 | 7 | -1 | -5 | 19 |
| SENP8 block | 2 | -4 | -4 | -3 | 2 | 2 | 6 | 0 |

17) COC(=O)c1ccccc1NC(=O)c1cc(OC)cc(OC)c1
18) CC(=O)N(CCP(=O)(c1ccccc1)c1ccccc1)Cc1ccco1
19) COC(=O)c1cc(NC(=O)c2cc(-c3ccc(Cl)cc3)oc2C(F)(F)F)ccc1N1CCOCC1
20) O=C(COc1ccccc1)NCC(=O)N/N=C/c1ccc(Br)cc1
21) CCN(CC)C(=O)c1ccc(COc2ccc(Cl)c(C)c2)o1
22) CC(C)(C)C(=O)Oc1cc(N)n(S(=O)(=O)c2ccccc2)n1
23) Cc1cccc(NC(=S)N2CCC(c3nc4ccccc4s3)CC2)c1
24) NC(=O)COC(=O)c1ccc(-c2ccc(O)cc2)cc1

| Assay by compound | 17 | 18 | 19 | 20 | 21 | 22 | 23 | 24 |
| --- | --- | --- | --- | --- | --- | --- | --- | --- |
| Jurkat NFkB inh | 3 | -15 | 10 | -2 | -24 | 0 | 9 | -2 |
| Apaf1 inhib | 12 | 0 | 9 | 16 | 22 | -1 | -4 | -16 |
| 697 NFkB inh | 12 | -6 | -3 | -2 | -53 | -13 | -3 | 7 |
| UBC13 polyUb | 7 | 1 | 8 | -7 | -3 | 1 | 5 | 0 |
| Gli-Sufu block | 1 | -3 | 6 | 4 | -9 | 26 | 7 | -2 |
| EBI2 block | 3 | 2 | 5 | 38* | 13 | -30 | 9 | 1 |
| CCR6 antagonist | 7 | 5 | -5 | 8 | 17 | 1 | 9 | 9 |
| SENP8 block | 0 | -3 | 0 | 5 | 10 | 8 | 1 | -14 |

25) COc1ccccc1CNC(=O)COC(=O)c1cccc(S(=O)(=O)N2CCCCC2)c1
26) Cc1cccc(N2C(=O)C(O)=C(C(=O)c3cccs3)C2c2ccc(C(C)C)cc2)n1 (stereo unspecified)
27) Cc1cc(C)n(-c2cccc(CN3CCC(CO)(Cc4ccccc4)CC3)c2)n1
28) NC(=O)CC(NC(=O)Cc1ccc(Br)cc1)c1ccc(N2CCC(N3CCCC3)CC2)c([N+](=O)[O-])c1 (stereo unspecified)
29) CCc1ccccc1OCCCCN1CCCCC1
30) Cc1cccc2cn[nH]c12
31) CCc1cc2c(=O)c(-c3nc4ccccc4n3C)c(CCCC(=O)O)oc2cc1OC(=O)C(C)(C)C
32) CCCc1c(C(=O)Nc2ccc(N3CCOCC3)cc2)cnn1-c1ccccc1

| Assay by compound | 25 | 26 | 27 | 28 | 29 | 30 | 31 | 32 |
| --- | --- | --- | --- | --- | --- | --- | --- | --- |
| Jurkat NFkB inh | 1 | -13 | -2 | -8 | -15 | -2 | -3 | -15 |
| Apaf1 inhib | 10 | -2 | 5 | -4 | -9 | -15 | 3 | -8 |
| 697 NFkB inh | 15 | 11 | 4 | 2 | -39 | 2 | 0 | -2 |
| UBC13 polyUb | 2 | -12 | 9 | -2 | -6 | 9 | -2 | 3 |
| Gli-Sufu block | 3 | -1 | 40 | 8 | 3 | -3 | 0 | 0 |
| EBI2 block | -1 | 1 | 9 | -6 | 3 | -4 | -4 | 5 |
| CCR6 antagonist | 15 | 19 | -6 | 0 | 14 | 6 | 16 | 6 |
| SENP8 block | -1 | 8 | -2 | -11 | -8 | 5 | 9 | 12 |

33) CCCN1C2CCCC1CC(NC(=O)c1ccc(C(C)(C)C)cc1)C2 (stereo unspecified)
34) O=C(/C=C/c1ccc(O)cc1)c1ccc(O)cc1O
35) O=C1c2oc3ccc(Cl)cc3c(=O)c2C(c2ccco2)N1CCN1CCOCC1 (stereo unspecified)
36) COC(=O)C1C(=O)c2c(n[nH]c2C)CC1(C)C (stereo unspecified)
37) Cn1nc(C(F)(F)F)c(C(=O)Nc2ccc(F)cc2F)c1Sc1ccc(C(F)(F)F)cc1
38) CC(C)(C)NC(=S)N/N=C/c1c(Cl)cccc1Cl
39) O=C(COC(=O)c1ccc(S(=O)(=O)NCc2ccco2)cc1)NCC1CCCCC1
40) Cc1nc(S(=O)(=O)Nc2ccc3c(c2)OCCO3)cn1C

| Assay by compound | 33 | 34 | 35 | 36 | 37 | 38 | 39 | 40 |
| --- | --- | --- | --- | --- | --- | --- | --- | --- |
| Jurkat NFkB inh | -25 | -22 | 16 | 12 | -8 | 2 | 3 | -2 |
| Apaf1 inhib | -5 | -5 | 1 | -10 | -6 | -14 | -6 | -8 |
| 697 NFkB inh | -23 | -19 | 18 | 6 | 1 | -7 | 15 | -3 |
| UBC13 polyUb | 3 | 10 | -4 | 4 | 8 | -1 | -2 | 0 |
| Gli-Sufu block | 25 | 0 | 4 | 2 | -12 | 3 | -3 | 7 |
| EBI2 block | -4 | 25 | -3 | 7 | 11 | 12 | -7 | -2 |
| CCR6 antagonist | 4 | 22 | 8 | -11 | 21 | 6 | 10 | 9 |
| SENP8 block | -2 | 14 | -1 | 3 | 1 | 7 | -2 | -1 |

41) CN(C1CCCCC1)S(=O)(=O)c1ccc(S(=O)(=O)N2CCCC2)cc1
42) CCOc1ccc(NC(=O)CC2S/C(=N/N=C3CCCCCC3)NC2=O)cc1 (stereo unspecified)
43) O=C(COC(=O)C1CCN(S(=O)(=O)c2ccccc2C(F)(F)F)CC1)NCc1ccc(F)cc1
44) Cc1ccc(NCc2ccccc2O)cc1C
45) COc1ccc2nc(NC(=O)c3cccc(OCc4c(C)noc4C)c3)sc2c1
46) CSc1nc(C)c(C(=O)Nc2ccccc2)c(C)c1C#N
47) Cc1cc(OCC(=O)NCCc2ccc(S(N)(=O)=O)cc2)c2c(C)cc(=O)oc2c1
48) Cc1c(-c2ccccc2)[nH]n2c(=O)c3c(nc12)CCCC3
49) CCOC(=O)c1ccccc1OC(=O)CS(=O)c1ccccc1[N+](=O)[O-] (stereo unspecified)
50) Nc1nc(NCc2ccc(Cl)cc2)nc(NCCO)c1[N+](=O)[O-]
51) CCn1cc(C(=O)OCC(=O)Nc2c(C)n(C)n(-c3ccccc3)c2=O)c(=O)c2ccc(C)nc21

| Assay by compound | 41 | 42 | 43 | 44 | 45 | 46 | 47 | 48 | 49 | 50 | 51 |
| --- | --- | --- | --- | --- | --- | --- | --- | --- | --- | --- | --- |
| Jurkat NFkB inh | -15 | 15 | 3 | -11 | 37 | 12 | 4 | -34 | 15 | 8 | 0 |
| Apaf1 inhib | 10 | 11 | 12 | 6 | 7 | -5 | 0 | -2 | 5 | -4 | 7 |
| 697 NFkB inh | 7 | -18 | -18 | -14 | -113 | 14 | 1 | -35 | 2 | 8 | 1 |
| UBC13 polyUb | 9 | -12 | -2 | 12 | 26 | 2 | 8 | 10 | -2 | 9 | -5 |
| Gli-Sufu block | 2 | 5 | 4 | -2 | 24 | 10 | -14 | -72 | -11 | 5 | 3 |
| EBI2 block | 2 | 5 | 2 | -3 | 28 | -4 | 5 | -4 | -37 | -4 | 2 |
| CCR6 antagonist | -6 | -15 | 13 | 4 | 8 | 9 | 11 | -2 | 0 | -4 | -5 |
| SENP8 block | 3 | -4 | -7 | 42 | 33 | 5 | 2 | 2 | 1 | -1 | -3 |
